Polio RdRp inh = poliovirus RdRp elongation inhibitors, primary screen, biochemical, fluorescence polarization, total intensity; poliovirus polymerase elongation; stronger effect = lower value; % elongation, % (compound at 16.7 µg/mL); actives 0.66% (n = 150,000); in the data active means % elongation below about 90%; further: some results filed as inactive read as strong as hits
Target sequence (P03300 1749-2209 limits assumed): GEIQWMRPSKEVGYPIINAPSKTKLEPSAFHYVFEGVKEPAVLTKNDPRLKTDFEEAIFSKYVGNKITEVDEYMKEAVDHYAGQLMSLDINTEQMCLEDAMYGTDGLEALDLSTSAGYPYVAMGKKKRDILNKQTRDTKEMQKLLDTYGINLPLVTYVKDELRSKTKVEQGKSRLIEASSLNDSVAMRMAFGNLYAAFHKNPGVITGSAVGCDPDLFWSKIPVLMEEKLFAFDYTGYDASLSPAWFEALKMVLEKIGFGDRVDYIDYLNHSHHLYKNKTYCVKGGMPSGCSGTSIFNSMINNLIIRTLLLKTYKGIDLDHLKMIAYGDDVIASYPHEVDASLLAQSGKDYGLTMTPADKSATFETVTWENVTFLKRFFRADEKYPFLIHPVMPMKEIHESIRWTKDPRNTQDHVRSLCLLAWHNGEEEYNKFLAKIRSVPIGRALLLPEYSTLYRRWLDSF
Polio RdRp inh FP z-score = recorded beside Polio RdRp inh, whose call it bears; z-score; measured here: FP z-score; hits read low
* hit, by the source's call; & = joins results of further samples.

SMILES	Polio RdRp inh	Polio RdRp inh FP z-score
CCOC(=O)c1cccc2c1-c1ccccc1/C2=N/O	101	-0.2
Cc1cc(-c2ccccc2)oc2cc3ccccc3c1-2	100	-0.5
Cn1cc(Cl)c(C=C(C#N)C#N)n1	95	-1.8
CC1=C(c2ccccc2)S(=O)(=O)NC1=NCCCN1CC(C)CC(C)C1 (configuration not stated)	101	-0.2
CCc1nn(CC(=O)NCCc2ccc(OC)cc2OC)c(=O)c2cc3sc(C)cc3n12	98	-1.6
O=C(O)C1CCCN1c1ncnc2ccccc12 (configuration not stated)	105	0.1
COc1ccc(CNC(=O)c2nn(C)c3c2CSc2ccccc2-3)cc1	115	0.5
Cc1cccc(Cn2cnc3c(oc4ccccc43)c2=O)c1	109	0.6
Cc1ccc(-c2nc3ccccc3o2)cc1NC(=O)c1cccc2c(Cl)cccc12	105	0.4
Cc1cc(C(=O)CSc2nncn2C)c(C)n1CCc1ccc(Cl)cc1	106	0.4
Cc1cc(C)cc(NC(=O)C(=O)NCCc2sc(-c3cccc(F)c3)nc2C)c1	114	1.9
Cn1nc(C(=O)N2CCN(c3ccccc3F)CC2)c2c1-c1ccccc1S(=O)(=O)C2	108	0.4
N#CC1=C(N2CCCCC2)c2cc3c(n2C1=O)CCCC3	108	0.7
Cc1nc2ccccc2n1CCNC(=O)NC1CCCCC1	103	0
Cc1cc(/C=N/NC(=S)NC(C)C)c(C)n1CC(C)C	99	-0.6

Gathered by group: the entries above with sulfur (7)
SMILES	Polio RdRp inh	Polio RdRp inh FP z-score
CC1=C(c2ccccc2)S(=O)(=O)NC1=NCCCN1CC(C)CC(C)C1 (configuration not stated)	101	-0.2
CCc1nn(CC(=O)NCCc2ccc(OC)cc2OC)c(=O)c2cc3sc(C)cc3n12	98	-1.6
COc1ccc(CNC(=O)c2nn(C)c3c2CSc2ccccc2-3)cc1	115	0.5
Cc1cc(C(=O)CSc2nncn2C)c(C)n1CCc1ccc(Cl)cc1	106	0.4
Cc1cc(C)cc(NC(=O)C(=O)NCCc2sc(-c3cccc(F)c3)nc2C)c1	114	1.9
Cn1nc(C(=O)N2CCN(c3ccccc3F)CC2)c2c1-c1ccccc1S(=O)(=O)C2	108	0.4
Cc1cc(/C=N/NC(=S)NC(C)C)c(C)n1CC(C)C	99	-0.6

The list goes on:
SMILES	Polio RdRp inh	Polio RdRp inh FP z-score
CCOC(=O)c1c(NC(=O)CSc2nnc(-c3cccnc3)n2N)sc(C(=O)N(C)C)c1C	107	0.6
CC1CCCCN1C(=O)CCS(=O)(=O)c1ccc2c(c1)NC(=O)CO2 (configuration not stated)	101	-0.6
COCCN=Cc1c(NCCOC)nc2ccccn2c1=O	104	0.8
COc1ccc(NC(=O)C2=CC(c3cccc(OC)c3)=NS(=O)(=O)N2C)cc1	101	-0.1
Cc1cc2nc(N)nc(N)n2n1	101	0
COc1ccc2c(c1)-c1nc(NC(=O)c3ccccc3F)sc1CC2	103	-0.3
COc1ccccc1C1=NOC(C(=O)NCCCn2ccnc2)C1 (configuration not stated)	99	-0.2
Cc1ccc(S(=O)(=O)NCCSc2nnnn2-c2ccccc2)cc1	107	0.7
CCn1c(Cc2ccccc2)nnc1SCC(=O)N(C)C1CCCCC1	103	0.3
NC1=NC(=O)C(CC(=O)Nc2cccc(C(F)(F)F)c2)S1 (configuration not stated)	99	-0.2
Cc1cc(=O)n(CC(=O)N2CCN(c3ccccc3F)CC2)c2c1c(C)nn2C	105	0
C=CCC(Nc1ccccc1C)c1ccc(Cl)cc1 (configuration not stated)	103	0.4
Cc1cc(C(=O)COC(=O)c2ccc(S(=O)(=O)N3CCCCC3)cc2)c(C)n1CC1CCCO1 (configuration not stated)	109	0.8
Cc1cc(NC(=O)c2cc(-c3ccc(Cl)cc3)on2)n(-c2ccccc2)n1	105	0.3
CCc1cccc(C)c1NC(=O)CCn1nc(C)c2c(C)n(-c3ccccc3)nc2c1=O	104	-0.8
Cc1cc2cc(C(=O)O)ccc2o1	101	-0.2
CCOc1ccccc1CNC(=O)CCc1cn(C)c2ccccc12	107	-0.8
Cc1nn(C)c(C)c1CCNC(=O)Nc1ccccc1C(F)(F)F	102	-0.7
CCCCn1nc(C(=O)Nc2nc(SC)ns2)ccc1=O	105	0.2
CCCCc1nnc(NC(=O)c2c(OC)cccc2OC)s1	100	0
Cc1cc(C(=O)COc2ccc(-n3ccnc3)cc2)c(C)n1-c1ccc2c(c1)OCO2	103	0.1
Cc1cccc(Cn2c(=O)n(Cc3ccccc3)c(=O)c3oc4ccccc4c32)c1	105	-0.4
CCCCNC(=O)CSc1nc2ccccc2nc1Cc1ccccc1	108	0.5
CCc1ccc(C(=O)c2cn(CC(=O)NC3CCCCC3)c3nc(C)ccc3c2=O)cc1	101	-1.2
Cc1ccc(CN2C(=O)COc3cc(NC(=O)c4ccncc4)ccc32)cc1	103	0.5
Cc1ccc(CSc2ncc(Cl)c(C(=O)NCCc3ccc(S(N)(=O)=O)cc3)n2)cc1	111	0.7
CCN(CC)C(=O)Cn1c(=O)nc(-c2ccccc2F)c2cc(Cl)ccc21	106	0.1
CCc1ccc(S(=O)(=O)Nc2cccc(-c3ccc(OC)nn3)c2)s1	104	-0.4
CC(C)(C)C(CN1CCCC1)OC(=O)c1ccccc1 (configuration not stated)	98	-0.7
NC(=O)C1CCN(CC(O)COc2ccc(-c3csnn3)cc2)CC1 (configuration not stated)	98	-1.1
Cc1ccc(-n2nnnc2SCCN2C(=O)c3ccccc3C2=O)c(C)c1	103	0.3
Cc1ccccc1NC(=O)c1c(NC(=O)c2ccccc2)sc2c1CCC2	106	0.4
NS(=O)(=O)c1ccc(CCNC(=O)c2cc3c(Cl)ccc4c3n2CCO4)cc1	105	1.5
C/C(=N\OC(=O)c1ccco1)c1ccccc1O	98	-0.9
CC1CN(C(=O)CSCc2ccccc2)CC(C)O1 (configuration not stated)	101	0
COC(=O)c1ccc(Nc2cc(C)nc3ccccc23)cc1	100	-0.5
C=CCN(C(=O)CSc1nnc(-c2cc3occc3n2C)n1-c1ccccc1C)c1ccccc1	101	-0.4
COC(=O)c1cc(S(=O)(=O)N2CCN(c3cccc(C)c3)C(C)C2)cn1C (configuration not stated)	111	0.3
CCCn1c(=O)c2sccc2n2c(CCCC(=O)N3CCN(c4ccccc4OC)CC3)nnc12	122	0.8
Cc1c(NC(=O)Nc2ccc(C#N)cc2)c(=O)n(-c2ccccc2)n1C	104	-1.3
CCCC(CC(=O)N1CCN(C/C=C/c2ccccc2)CC1)n1ccnc1 (configuration not stated)	104	0.3
Cc1cccc(OCc2ccc(-c3nc(C#N)c(N4CCN(c5ccccc5)CC4)o3)o2)c1	104	0
COc1ccc(CCNC(=O)CSC2=NCCS2)cc1OC	99	-0.2
COc1ccc(Nc2cc(C)c3cc(NC(=O)c4ccco4)ccc3n2)cc1	100	-0.4
Cc1csc2nc(CCNS(=O)(=O)c3ccc(F)cc3)cn12	108	0.4

Next section; the last 2 above are carried over.
SMILES	Polio RdRp inh	Polio RdRp inh FP z-score
COc1ccc(Nc2cc(C)c3cc(NC(=O)c4ccco4)ccc3n2)cc1	100	-0.4
Cc1csc2nc(CCNS(=O)(=O)c3ccc(F)cc3)cn12	108	0.4
N#Cc1ccc(CSc2nc3c(c(=O)[nH]2)CCC3)cc1	113	1
CN(C)c1nc2nonc2nc1Nc1ccc(F)cc1	107	2.6
COc1cc(C(=O)Oc2ccc(-c3nnco3)cc2)ccc1OC(F)F	103	0.5
COc1ccc(-c2c3c(nc4sc(C(=O)Nc5cccc(OC)c5)c(N)c24)CC(C)(C)CC3=O)cc1	108	1
Cc1ccc(NC(=O)CN(C)C(=S)NC2CC2)cc1	102	-0.1
O=C1CCc2cc(S(=O)(=O)NCc3ccc(F)cc3)cc3c2N1CC3	98	-1.8
NNCCc1ccccc1	100&101	0&0.5
COc1ccc(C2=NN(C(=O)COc3ncnc4ccccc34)C(c3ccco3)C2)cc1 (configuration not stated)	107	0.6
Cc1nn(C(=O)CCC(=O)N2CC(C)CC(C)C2)c2ccccc12 (configuration not stated)	103	0.6
Cc1nc2c(C(=O)NCc3ccccc3Cl)cnn2c(C)c1Cc1ccccc1	113	0.8
COc1cc(/C=N/S(=O)(=O)CCc2ccccc2)cc(OC)c1O	105	1.1
O=C(CSc1cccc[n+]1[O-])N1CCCCC1	102	0.2
CCN1C(=O)c2ccccc2S(=O)(=O)c2ccc(C(=O)NCc3ccccc3Cl)cc21	107	0.3
COCCCNc1nc2c(c(=O)n(Cc3ccc(F)cc3)c(=O)n2C)n1C	111	0.1
COc1ccc(OCc2nc3ccccc3[nH]2)cc1	106	1.2
O=C(NCCCc1nc2ccccc2n1Cc1cccc(Cl)c1)C1CCCCC1	109	0.4
Cc1c(Cl)cccc1NC(=O)C(=O)NCCc1csc2nc(-c3ccccc3F)nn12	105	-0.4
O=C(O)CCn1cnc2onc(-c3cc(F)cc(F)c3)c2c1=O	110	0.7
CC(C)C(c1nnnn1CCc1ccccc1)N1CCCC1 (configuration not stated)	99	-0.8
CCN(CC)c1cnn(-c2ccc(C(F)(F)F)cc2)c(=O)c1Cl	101	-0.7
C=CCc1c(NCCO)nc(C)[nH]c1=O	98	-1.2
O=C(OC1CCS(=O)(=O)C1)c1ccc(Br)o1 (configuration not stated)	98	-0.4
N#CCC(=O)N1CCN(C(c2ccccc2)c2ccccc2)CC1	100	-0.3
O=C1CC(C(=O)Nc2ccc3c(c2)OCCO3)n2c(nc3ccccc32)N1 (configuration not stated)	102	0.5
CC(C)Cc1ccc(S(=O)(=O)NC2CCCCC2C)cc1 (configuration not stated)	104	1.6
CNC(C)C(O)c1ccccc1 (configuration not stated)	101	0.2
O=C(Nc1ccccc1)c1ncn(-c2ccccc2)n1	96	-0.6
Cc1cc(C)cc(-n2c(C)cc(/C=N/NC(=O)CSc3ncccn3)c2C)c1	107	1.9
COc1ccc(-c2noc(-c3ccc(NC(C)c4ccccc4)c([N+](=O)[O-])c3)n2)cc1OC (configuration not stated)	110	0.6
Cc1ccc(C)c(N2CCN(C(=O)C3CCN(C(=O)c4cc5sccc5n4C)CC3)CC2)c1	106	0

Part of the list above in order of length of the SMILES, smallest number first.
SMILES	Polio RdRp inh	Polio RdRp inh FP z-score
Cc1cccc(Cn2cnc3c(oc4ccccc43)c2=O)c1	109	0.6
COc1cc(/C=N/S(=O)(=O)CCc2ccccc2)cc(OC)c1O	105	1.1
O=C1CC(C(=O)Nc2ccc3c(c2)OCCO3)n2c(nc3ccccc32)N1 (configuration not stated)	102	0.5
COc1ccc(-c2c3c(nc4sc(C(=O)Nc5cccc(OC)c5)c(N)c24)CC(C)(C)CC3=O)cc1	108	1

Full records, quoted from the list. Order of values: Polio RdRp inh	Polio RdRp inh FP z-score
`Cc1cc(C)cc(-n2c(C)cc(/C=N/NC(=O)CSc3ncccn3)c2C)c1` is entered as 107	1.9
`O=C(NCCCc1nc2ccccc2n1Cc1cccc(Cl)c1)C1CCCCC1` is entered as 109	0.4

More records.
SMILES	Polio RdRp inh	Polio RdRp inh FP z-score
C=CCN(CC(=O)NC1CC1)S(=O)(=O)c1cccc(C(F)(F)F)c1	101	-0.1
O=C(c1cc(-c2ccc(Cl)cc2)on1)N(Cc1ccc(F)cc1)Cc1ccco1	101	-1.3
Cc1ccc2c(=O)c(C(=O)c3ccccc3)cn(CC(=O)Nc3ccccc3C)c2n1	107	-0.3
CC(=O)Nc1c(Br)c(C2CC2)nn1-c1ccccc1	104	-0.2
CC(C)c1ccccc1NC(=O)CN1c2ccccc2CC1C (configuration not stated)	101	-0.1
Cc1cccc2cc(CN(C(=O)c3cccc(Cl)c3)c3ccccc3)c(=O)[nH]c12	117	0.1
O=C1NC(=O)C(CCc2ccccn2)(CCc2ccccn2)C(=O)N1	104	0.1
O=C(COC(=O)c1cc(Cl)nc(Cl)c1)Nc1cccc2ccccc12	98	-1.3
CCCCN(C)C(=O)Cc1ccc(-n2c(=S)[nH]c3ccccc3c2=O)cc1	102	0.3
O=C(COc1ccc(C(F)(F)F)cn1)Nc1ccc(C(F)(F)F)cc1	100	-0.3
Cc1cc(N(C(=O)Cn2nnc3ccccc32)C(C(=O)NCC2CCCO2)c2ccc(F)cc2)ccc1-n1cnnn1 (configuration not stated)	102	0
Cc1c(C(=O)NCc2ccccc2)sc2nc3n(c(=O)c12)CCCC3	103	-0.2
CC(=O)Oc1ccc(C(=O)Nc2ccccc2NC(=O)c2ccc(OC(C)=O)cc2)cc1	104	0.9
COC[C@H]1OC(=O)c2coc3c2[C@@]1(C)C1=C(C3=O)C2CCC(=O)[C@@]2(C)C[C@H]1OC(C)=O (some centres not stated)	102	0.3
COc1ccc(C(=O)NC(=S)N2CC(C)OC(C)C2)cc1 (configuration not stated)	101	0.2
CN(C(=O)C1CCN(c2ncnc3c2nc2n3CCCCC2)CC1)c1ccccc1	103	0.5
C(=Nc1ccccc1)c1nc(-c2ccccc2)n2ccccc12	104	1
COc1ccc(/C=C/C(=O)C2C(=O)COC2=O)cc1OC (configuration not stated)	99	0
CC(NC(=O)CC(c1ccccc1)c1ccccc1)c1ccccc1 (configuration not stated)	107	0.5
Cc1ccc(C)c(S(=O)(=O)NCC(=O)Nc2nsc(-c3ccccc3)n2)c1	101	-0.1
N/C(=N\O)C12CC3CC(CC(C3)C1)C2	99	-0.5
O=c1c2sc3ccccc3c2n(Cc2ccccc2)c(=O)n1CCc1ccccc1	102	-0.7
O=C(CSc1ncnc2ccccc12)NC1CCCCC1	102	0.2
CCOC(=O)c1ccccc1NC(=O)CSc1nc(N)cc(=O)[nH]1	97	-0.4
COC(=O)C(C)NC(=O)c1cccnc1Cl (configuration not stated)	104	0.4
Cc1c(C(C)NC(=O)COc2ccc(Br)cc2Cl)cnn1C (configuration not stated)	100	-0.1
Cc1cc(C)nc(/N=C(/NC(=O)Cc2ccccc2)N2CCC(C(N)=O)CC2)n1	104	0.8

A portion of the library. The share of hits here may be higher or lower than overall.
